Keap1 Nrf2 FP = Keap1-Nrf2 protein-protein interaction inhibitors, primary screen, biochemical, fluorescence polarization, single point; inhibition, % at 9.4 µM; 340,000 compounds, 0.15% hits; Keap1 Kelch-Nrf2 peptide fluorescence polarization, 1536-well; in the data active = inhibition above about 12%;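 also: human Keap1 Kelch domain with fluorescein labeled Nrf2 9mer peptide probe; 0% = neutral control wells and 100% = peptide positive control; higher means more block of Keap1 binding to Nrf2 peptide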
Target sequence (Q14145 whole entry, looked up, the tested form may be a part): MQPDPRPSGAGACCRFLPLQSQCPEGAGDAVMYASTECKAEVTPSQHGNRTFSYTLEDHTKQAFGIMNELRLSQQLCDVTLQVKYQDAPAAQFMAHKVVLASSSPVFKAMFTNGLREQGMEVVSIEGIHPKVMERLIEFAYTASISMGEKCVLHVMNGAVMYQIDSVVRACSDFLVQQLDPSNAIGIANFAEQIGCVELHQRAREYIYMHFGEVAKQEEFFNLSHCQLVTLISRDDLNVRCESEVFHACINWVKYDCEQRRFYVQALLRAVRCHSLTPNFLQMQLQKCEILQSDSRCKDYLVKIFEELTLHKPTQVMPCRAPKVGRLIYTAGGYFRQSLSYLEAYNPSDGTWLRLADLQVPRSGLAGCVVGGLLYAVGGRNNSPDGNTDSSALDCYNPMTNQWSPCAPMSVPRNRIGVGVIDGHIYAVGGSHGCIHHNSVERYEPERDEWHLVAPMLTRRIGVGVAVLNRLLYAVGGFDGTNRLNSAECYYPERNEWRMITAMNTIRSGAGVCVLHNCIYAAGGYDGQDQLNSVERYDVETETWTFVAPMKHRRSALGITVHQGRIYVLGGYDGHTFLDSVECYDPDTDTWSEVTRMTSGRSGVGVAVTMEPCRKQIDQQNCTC
V-ATPase pH = regulators of yeast V-ATPase proton pumping, primary screen, pHLuorin cytosolic pH fluorescence. response, % at 10 µM. S. cerevisiae. 350,000 compounds, 0.37% hits; in the data active = response mostly above about 7.3%, no sharp cut-off; inactive = mostly below about 5.4%; also: actives read high; inactives centre near 0; some compounds called inactive have numbers as strong as hits; reference of the scale not given here
MOR-DOR ag = agonists of OPRM1-OPRD1 heterodimerization, primary screen, cell-based, luminescence | cells | activation, % at 9.3 µM | 340,000 compounds, 0.3% hits | AID 504326, 2011; in the data active = activation above about 18%;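 also: 0% = vehicle-treated cells and 100% = reference agonist; values of inactives mirror those of a sister screen read the other way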
C-LANA FP = inhibitors of KSHV C-LANA binding to DNA, primary screen, biochemical, fluorescence polarization, FAM-LBS DNA, MBP-C-LANA, single point. 340,000 compounds, 0.078% hits. inhibition, % at 9 µM;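 active = highest replicate inhibition at or above 60% at 9 µM, even if other replicates fall short; inactive = all replicates below 60% inhibition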;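 also: 0% = neutral control wells and 100% = 4 µM acridine orange control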
Pemphigus Ab inh = inhibitors of pemphigus antibody binding to DSG3, primary screen, biochemical, bead-based, flow cytometry, scFv-GFP. Desmoglein-3 (Homo sapiens), P32926. DSG3-coupled beads, scFv-anti-DSG3-GFP binding; active compounds read low. binding (percent of control), % at 10 µM. 310,000 compounds, 0.48% hits. AID 588358, 2011;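 active = binding more than 3 SD below its plate's average and above zero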;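 also: hits lower antibody fragment binding to DSG3; some compounds called inactive have numbers as strong as hits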
Wnt bcat act = Wnt/beta-catenin pathway activators, primary screen, cell-based, plate reader, single point. Wnt/beta-catenin reporter cell assay, activator. activation, % at 9.35 µM. 300,000 compounds, 1.2% hits. AID 743398, 2014; in the data active = activation above about 30%, passing the limit was not always enough;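 also: 0% = neutral control wells and 100% = positive control wells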
RTF Ca sens act = cardiac RTF calcium sensitivity activators, primary screen, biochemical, IANBD-TnC fluorescence, EC20 calcium | Troponin I, cardiac muscle (Homo sapiens) + Troponin T, cardiac muscle (Homo sapiens) + … | IANBD-labeled TnC RTF fluorescence at EC20 calcium; 0% EC20 calcium, 100% full calcium | activation, % at 7.2 µM | 340,000 compounds, 0.24% hits | AID 493008, 2010;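 active = activation above the mean over all tested compounds plus 3 SD, cut at about 30% in these data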;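 also: rise in fluorescence read as greater calcium sensitivity of cardiac thin filaments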
Cardiac RTF inh = cardiac RTF calcium sensitivity inhibitors, primary screen, biochemical, IANBD-TnC fluorescence, EC70 calcium; IANBD-labeled cardiac RTF, Ca2+ fluorescence; 340,000 compounds, 0.12% hits; Troponin I, cardiac muscle (Homo sapiens) + Troponin T, cardiac muscle (Homo sapiens) + …; inhibition, % at 7.15 µM;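 active = inhibition above the mean inhibition of all tested compounds plus 3 SD, cut at about 17% in these data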;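 also: assay run at fixed EC70 calcium of 1.6 mM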
OPRM1-OPRD1 inv = inverse agonists of MOR-DOR heterodimerization, primary screen, cell-based, luminescence; inhibition, % at 9.3 µM; 340,000 compounds, 0.21% hits; AID 504357, 2011; cell-based MOR-DOR heterodimer luminescence, inverse agonism; in the data active = inhibition above about 22%, passing the limit was not always enough;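 also: 0% = cells with DMSO and 100% = wells without cells with DMSO; values of inactives mirror those of a sister screen read the other way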
Arr AP2 block = inhibitors of beta-arrestin/AP2 binding, primary screen, biochemical, GPCR trafficking, flow cytometry. beta-arrestin 1 C-terminal peptide binding to AP2 beta2-adaptin appendage (human). FITC-arrestin peptide / GST-AP2 beads; AP2 beta2 appendage carries R879A mutation. inhibition, % at 10 µM. 340,000 compounds, 0.31% hits. AID 504490, 2011;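 active = inhibition above a set limit, near 3 SD of compounds lacking own fluorescence, cut at about 54% in these data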;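 also: plate controls were DMSO wells for no effect and 5 µM unlabelled arrestin peptide for full effect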
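Assay system: GST-AP2 R879A bound to glutathione beads, E. coli-expressed; Medium: PBS with 0.05% Tween 20 and 0.1% BSA; Also added: fluorescein-tagged arrestin peptide at 50 nM final; Timing: 12 min plus 1 h, RT; Measured by: flow cytometry, FL1 (488/535 nm); Evaluation: percent drop in bead-associated FITC signal.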
An asterisk follows results filed as active; · = no result given.

#	Molecule	Keap1 Nrf2 FP	V-ATPase pH	MOR-DOR ag	C-LANA FP	Pemphigus Ab inh	Wnt bcat act	RTF Ca sens act	Cardiac RTF inh	OPRM1-OPRD1 inv	Arr AP2 block
1	CCn1cc(CN2CCC(n3nccc3NC(=O)CCOc3ccccc3)CC2)c(C)n1	-5	-4	2.9	1.1	104	0	3	-1	-14	24
2	COc1cccc(NC(=O)CN(C)C(=O)CNC(=O)c2ccccc2F)c1	-4	0	-3.6	-1.7	106	2	2	-4	17	11
3	CCN(CC)c1ccc(/C=N/NC(=O)CNC(=O)/C=C/c2ccco2)cc1	9	0	-0.6	0.2	·	0	-3	4	3	0
4	N#CCCN(CCC#N)C(=S)NC1CC2C=CC1C2 (centres undefined)	5	-3	-3.3	-0.4	·	-1	3	-1	17	-8
5	CC1CCCN(C(=O)COC(=O)c2ccc3[nH]c4c(c3c2)CCCC4)C1 (centres undefined)	-5	3	-0.4	-1.0	102	11	-7	-5	3	8
6	CCN1CCN(c2ccc(S(=O)(=O)N3CCCCC3)cc2NC(=O)COc2ccc(Cl)c(C)c2)CC1	-2	-2	1.2	0.3	128	-3	-2	-7	-6	-12
7	CC(NC(=O)CCC1COc2ccccc2O1)c1ccccc1 (centres undefined)	1	-1	-0.1	-0.8	106	·	-3	-8	1	8
8	CC1CCCC(C)N1C(=O)CN1C(=O)c2ccccc2S1(=O)=O (centres undefined)	-5	3	-1.9	1.4	112	0	1	0	8	0
9	COc1cc(OC)nc(NC(=O)CSc2nnc(-c3ccccc3)n2C2CCCCC2)n1	2	0	1.2	-0.5	101	0	-3	-8	-7	22
10	COc1ccc(/C=N/OC(=O)Nc2ccc(Cl)cc2)c(OC)c1	5	-5	-1.3	-1.9	·	0	0	-5	6	-12
11	CC(C)c1ccc(NC(=O)c2cccc(NC3=NC4CS(=O)(=O)CC4S3)c2)cc1 (centres undefined)	0	1	0.2	0.7	91	2	-5	-1	-1	-6
12	COc1ccc2oc(=Nc3ccccc3)c(-c3nc4ccccc4[nH]3)cc2c1	-3	-1	-0.4	-0.4	106	44*	13	4	2	3
13	CCOC(=O)N1CCN(C(=O)c2cccc(NC(=O)c3ccco3)c2)CC1	0	-8	-3.5	0.4	·	0	-7	1	16	13
14	CCN1C(=S)N[C@@H](CCc2ccccc2)[C@H](C(=O)OC)[C@H]1C	1	7	0.9	1.7	104	0	23	-8	-5	-3
15	Cc1ccc2c(c1)N(CC(=O)NCC1CCCO1)C(=O)CO2 (centres undefined)	-4	-3	0.7	-1.6	100	6	2	-6	-5	9
16	CCS(=O)(=O)N1Cc2ccccc2CC1C(=O)Nc1ccc(OC)cc1 (centres undefined)	1	2	-1.9	-4.3	98	0	2	6	9	26
17	Cc1sc2c(c1C)C(O)=C(C(=O)Nc1ccccc1)S(=O)(=O)N2C	-2	2	-2.2	0.0	111	0	6	-1	12	2
18	COc1cccc(-n2cnc3sc(-c4ccccc4)cc3c2=O)c1	2	4	-2.2	0.3	83	24	5	6	12	-2
19	CC(=O)c1cnc(N(C)C)s1	-1	7	0.6	-1.5	102	·	-3	-4	-3	10
20	O=C(COc1ccc(Cl)cc1Br)N1CCN(c2ncccn2)CC1	-1	-2	1.2	0.1	113	-4	-5	-8	-6	2
21	COc1ccc(S(=O)(=O)N(C)CC(=O)NCCC2=CCCCC2)cc1OC	-1	-6	0.0	-0.8	96	·	6	-1	0	0
22	CCN(Cc1ccncc1)C(=O)c1ccc(C)c(S(=O)(=O)N2CCCCC2)c1	-3	5	-0.8	0.1	90	1	2	-2	3	5
23	O=C(Nc1ccc(OC(F)(F)C(F)F)c(NC(=O)c2ccc(F)cc2)c1)c1ccc(F)cc1	-5	5	1.0	-3.9	101	-4	3	2	-5	-3
24	Cc1cccc(C)c1NC(=O)COC(=O)C1CC1	-4	-4	-3.8	0.6	101	3	1	-10	14	-2
25	Cc1nnc(NC(=O)c2ccc(F)c(S(=O)(=O)N3CCCCC3)c2)s1	-4	1	-2.5	1.1	114	6	6	2	14	-11

One compound at a time (already shown). Values in the order: Keap1 Nrf2 FP	V-ATPase pH	MOR-DOR ag	C-LANA FP	Pemphigus Ab inh	Wnt bcat act	RTF Ca sens act	Cardiac RTF inh	OPRM1-OPRD1 inv	Arr AP2 block
Cc1nnc(NC(=O)c2ccc(F)c(S(=O)(=O)N3CCCCC3)c2)s1 is entered as -4	1	-2.5	1.1	114	6	6	2	14	-11
CC(C)c1ccc(NC(=O)c2cccc(NC3=NC4CS(=O)(=O)CC4S3)c2)cc1 (centres undefined) is entered as 0	1	0.2	0.7	91	2	-5	-1	-1	-6
CCN(Cc1ccncc1)C(=O)c1ccc(C)c(S(=O)(=O)N2CCCCC2)c1 is entered as -3	5	-0.8	0.1	90	1	2	-2	3	5
CCS(=O)(=O)N1Cc2ccccc2CC1C(=O)Nc1ccc(OC)cc1 (centres undefined) is entered as 1	2	-1.9	-4.3	98	0	2	6	9	26
CC1CCCC(C)N1C(=O)CN1C(=O)c2ccccc2S1(=O)=O (centres undefined) is entered as -5	3	-1.9	1.4	112	0	1	0	8	0

Back to the main list, repeating the two entries before the break.
#	Molecule	Keap1 Nrf2 FP	V-ATPase pH	MOR-DOR ag	C-LANA FP	Pemphigus Ab inh	Wnt bcat act	RTF Ca sens act	Cardiac RTF inh	OPRM1-OPRD1 inv	Arr AP2 block
24	Cc1cccc(C)c1NC(=O)COC(=O)C1CC1	-4	-4	-3.8	0.6	101	3	1	-10	14	-2
25	Cc1nnc(NC(=O)c2ccc(F)c(S(=O)(=O)N3CCCCC3)c2)s1	-4	1	-2.5	1.1	114	6	6	2	14	-11
26	O=C1O[C@@H](c2ccc(O)cc2)Cc2cccc(O)c21	3	0	-2.5	6.3	98	-1	2	-11	14	-7
27	CSCc1ccc(C(=O)NCc2ccc(F)cc2)cc1	0	-1	-2.5	-0.2	94	1	4	-15	13	1
28	COc1ccc2c(c1)nc(N)n2Cc1ccccc1	0	-3	-0.5	0.4	106	·	3	0	3	24
29	CNC(=O)CCCN1C(=O)c2ccccc2Sc2ncccc21	0	3	-0.4	-0.4	94	3	7	-12	2	9
30	Cc1ccc(N/C=C(/C#N)c2ccsc2)cc1	0	1	-0.4	1.3	106	·	3	5	2	2
31	Cc1ccc(S(=O)(=O)Nc2ccc3[nH]ccc3c2)cc1	-1	4	-1.4	-0.6	95	-1	5	-4	6	7
32	Cc1ccnc2nc(C(=O)OCC(=O)N3CC(C)CC(C)C3)nn12 (centres undefined)	4	1	-2.1	2.6	98	2	0	-14	11	-11
33	CC1(C)CC(=O)C=C(NCC(=O)O)C1	-5	-2	2.5	1.2	78	-3	3	-17	-16	13
34	CC(c1nc2scc(-c3ccccc3)c2c(=O)[nH]1)N1CCN(CC(=O)NC2CC2)CC1 (centres undefined)	-3	0	-0.8	-0.5	102	-4	-5	-20	5	35
35	COc1ccccc1CNC(=O)COC(=O)C1=COCCO1	-3	·	0.7	0.2	98	·	12	-15	-4	11
36	COc1cccc2c1CCc1c-2nc2ccccc2c1C(=O)O	0	-3	-0.6	0.5	92	6	-6	1	4	6
37	Cn1c(CCN2CCCCC2)nc2cc(NC(=O)C3CCCCC3)ccc21	1	1	-4.2	0.2	·	0	-2	2	22	0
38	N#Cc1ccc(CO/N=C/c2ccccc2)cc1	1	0	-1.3	-0.7	94	-5	3	-4	7	2
39	Cc1nc(C(=O)NC2CCCCC2)sc1C1(C)CC(c2cccc([N+](=O)[O-])c2)=NO1 (centres undefined)	-4	-2	-1.5	-0.7	102	2	5	7	9	8
40	CC1CCCCN1C(=O)Cn1c(=O)oc2cc(S(=O)(=O)N3CCCCC3)ccc21 (centres undefined)	-6	3	-4.0	-1.5	103	1	-3	-5	20	-7
41	COC(=O)c1c(NC(=S)NN2CCN(C)CC2)sc2c1CCC(C)C2 (centres undefined)	-1	2	8.7	-2.3	107	-8	1	7	-45	27
42	O=C(OCn1nnc2ccccc2c1=O)c1ccc2c(=O)n3c(nc2c1)CCC3	0	5	-1.8	0.0	83	1	-4	-8	10	-10
43	CCC(=O)N1CCc2cc(S(=O)(=O)NC(Cc3ccccc3)C(=O)O)ccc21 (centres undefined)	0	-4	-2.6	-0.3	91	-1	-2	8	14	15
44	c1ccc2c3c([nH]c2c1)C1(CCCCC1)NCC3	1	1	-1.7	1.3	95	1	6	-5	9	-6
45	CC(C)c1nnc(NC(=O)CCC(=O)NC2CCCc3ccccc32)s1 (centres undefined)	3	3	0.6	-0.4	104	·	9	-1	-3	-13
46	N#Cc1cc2c(nc1SCc1cccc(Cl)c1)CCCCC2	-1	3	-0.5	0.0	98	3	-2	9	3	4
47	COc1ccc(-c2[nH]c(-c3ccc(C)cc3)nc2SCC(=O)NCc2ccco2)cc1OC	-2	5	0.1	0.8	103	-21	0	-5	-1	17
48	Cc1ccccc1CSCC(=O)NCc1ccco1	0	·	1.8	-0.6	109	-1	1	1	-13	-5
49	O=C(COC(=O)C1CCN(c2ccc(C(F)(F)F)cn2)CC1)NCc1ccc(Cl)cc1Cl	4	3	3.4	-0.1	99	1	-15	-8	-21	-4
50	Cc1nc(C(C)N(C)Cc2nc(-c3ccc4c(c3)OCO4)no2)c(C)s1 (centres undefined)	-4	-1	-1.1	-1.3	108	0	0	-5	6	13
51	Cc1ccccc1C(=O)NC1CCN(Cc2nnnn2CCc2ccccc2)CC1	-3	-1	-0.6	0.3	·	0	1	-14	3	6
52	O=C(NCc1cccnc1)c1cn(-c2ccccc2)nc1-c1ccccc1	-2	10	-0.7	0.3	101	4	-2	1	4	31
53	C=CCC1(NCc2ccco2)CCN(CC)CC1	-2	1	-1.9	2.3	103	-7	-5	-6	10	2
54	COc1cccc(C(CNC(=O)C(c2ccccc2)c2ccccc2)N(C)C)c1 (centres undefined)	-1	-5	3.1	-0.3	106	1	0	0	-17	27
55	O=C(O)COCC(=O)Nc1ccc(Oc2ncnc3cc(Cl)ccc23)nc1	·	5	·	·	104	2	·	·	·	0

Assay outcomes: PubChem, several laboratories
